# T cruzi growth: T. cruzi intracellular proliferation inhibitors, primary screen, cell-based, beta-gal Tulahuen parasites, NIH3T3 host, luminescence; hit rate 5.9% among 77,000; inhibition, % at 8.34 µM; T. cruzi beta-gal in NIH3T3, GalScreen luminescence, 90 h; AID 624255, 2012;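 active = mean inhibition above about 93%, with at least 55% of replicates each passing it, limit read from the data, passing the limit was not always enough; inconclusive = only one of those two conditions holds; inactive = neither condition holds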
# C diff HTS: C. difficile growth inhibitors, primary screen, HTS; Clostridium difficile clinical isolate growth, OD600, 24 h; hits give low values; growth activity, negative = inhibition, % at 16 µg/mL (by protocol); hit rate 0.25% among 86,000;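 active = mean growth activity at or below -80% and every replicate also at or below -80%; inconclusive = mean at or below -80% but some replicate above -80%; inactive = mean growth activity above -80%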;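 also: 0% = DMSO wells and -100% = levofloxacin 16 µg/mL wells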
# KDM4C inh: inhibitors of GASC-1 (KDM4C) histone demethylase, primary screen, biochemical, single concentration HTS; hit rate 0.15% among 96,000; AID 720574, 2013; inhibition, % at 12.5 µM; Lysine-specific demethylase 4C (Homo sapiens), Q9H3R0; GST-KDM4C 2-372, H3K9me3 peptide, LANCE TR-FRET;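 active = mean replicate inhibition above about 25%, with at least 55% of replicates also reaching it, limit read from the data, passing the limit was not always enough; inconclusive = only one of those two conditions met; inactive = neither condition met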
# Target sequence (Q9H3R0 2-372 limits assumed): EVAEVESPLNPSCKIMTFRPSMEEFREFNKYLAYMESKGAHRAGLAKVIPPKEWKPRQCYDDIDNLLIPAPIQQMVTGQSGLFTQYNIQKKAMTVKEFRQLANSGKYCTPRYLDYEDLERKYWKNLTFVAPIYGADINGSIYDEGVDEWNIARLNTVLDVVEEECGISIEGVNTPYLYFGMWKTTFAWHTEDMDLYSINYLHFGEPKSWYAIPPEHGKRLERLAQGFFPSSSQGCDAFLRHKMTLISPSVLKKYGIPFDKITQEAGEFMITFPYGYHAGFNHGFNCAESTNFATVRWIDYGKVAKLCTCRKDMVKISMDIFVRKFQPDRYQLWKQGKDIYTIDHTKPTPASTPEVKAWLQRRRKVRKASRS
#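 System – N-terminal GST-fused human GASC-1 (KDM4C) fragment, residues 2-372 · Input – enzyme final amount 10 nM · Technique – LANCE TR-FRET, Eu antibody, ULight-streptavidin, EDTA, ex 340 nm, em 618/671 nm · Medium – HEPES buffer, pH 7.5, plus ascorbate · Incubation – enzyme reaction 30 min, then detection 60 min, both room temperature · Reagent – H3K9me3 peptide with Fe(II)/2OG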
# Pf Dd2 inh: P. falciparum Dd2 growth inhibitors, primary screen, SYBR Green fluorescence, single dose replicates. 72 h; hits give low values. activity change, % at 10 µM. hit rate 2.3% among 94,000. AID 1159554, 2015; in the data active = activity change below about -80%; inconclusive = no clear call, values can overlap the other calls
# Numbers without * were called inactive; u = inconclusive; x = no result given; & = joins results of further samples.
Molecule	T cruzi growth	C diff HTS	KDM4C inh	Pf Dd2 inh
CCNC(=O)[C@H]1[C@H](CO)[C@H]2Cn3c(ccc(-c4cccc(OC)c4)c3=O)[C@H]2N1C(=O)NC(C)C	7	-1	-0.1	5
C[C@H]1CN([C@@H](C)CO)C(=O)CCCn2cc(nn2)CO[C@@H]1CN(C)C(=O)Nc1ccc(C(F)(F)F)cc1	12&-17	-4	0.5	-5&-7
C[C@@H]1CN([C@@H](C)CO)S(=O)(=O)c2ccc(-c3ccccc3F)cc2O[C@@H]1CN(C)Cc1ccncc1	100*	-17	4.0	-5
COCc1cn(CC[C@H]2CC[C@@H](NC(=O)Cc3cccnc3)[C@@H](CO)O2)nn1	-50	3	0.9	-4
O=C(C[C@@H]1CC[C@@H](NS(=O)(=O)c2ccccc2)[C@H](CO)O1)NCc1ccncn1	41	8	-1.3	-2
O=C(c1cccnc1)N1CC2(C1)[C@@H](c1ccccc1)[C@@H](CO)N2Cc1ccncc1	x	4	0.5	-24
C[C@@H]1CCCCO[C@H](CN(C)Cc2ccc(Cl)c(Cl)c2)[C@@H](C)CN([C@@H](C)CO)C(=O)c2cc(NC(=O)Nc3ccc(F)cc3)ccc2O1	101*	x	-1.4	-80
CN(C)CC(=O)N[C@@H]1CC[C@@H](CC(=O)NCc2ccc(Cl)cc2)O[C@@H]1CO	-36	-1	1.4	-9
C[C@H]1CN([C@@H](C)CO)C(=O)Cc2cc(NC(=O)c3ccncc3)ccc2O[C@@H]1CN(C)Cc1ccc(C(=O)Nc2ccccc2N)cc1	x	-3	-0.6	-86*
C[C@H](CO)N1C[C@H](C)[C@H](CN(C)Cc2ccc(C(F)(F)F)cc2)OCCCC[C@H](C)Oc2ccc(NC(=O)NC3CCCCC3)cc2C1=O	87	-1	1.2	13
CO[C@@H]1CN(C)C(=O)c2cc(NC(=O)c3ccccc3F)ccc2OC[C@H](C)NC[C@H]1C	-27	x	-0.3	-6
Cc1ccccc1-c1ccc2c(c1)O[C@@H](CN(C)CC1CC1)[C@@H](C)CN([C@@H](C)CO)S2(=O)=O	65	5	-1.6	-64
COc1ccc2c3c([nH]c2c1)[C@@H](CO)N(Cc1ccccc1F)CC31CCN(C(=O)C2CCCC2)CC1	x	-14	-2.6	-21
Cc1noc(C)c1NC(=O)Nc1ccc2c(c1)C(=O)N([C@@H](C)CO)C[C@H](C)[C@@H](CN(C)Cc1ccc3c(c1)OCO3)O2	31	-1	2.9	12
C[C@@H]1CN([C@H](C)CO)C(=O)c2cc(NC(=O)Cc3ccccc3)ccc2O[C@@H]1CN(C)Cc1ccc2c(c1)OCO2	-59	-1	-0.1	5
CCCC(=O)Nc1ccc2c(c1)OC[C@H](C)N(C(=O)c1ccncc1)C[C@@H](C)[C@@H](OC)CN(C)C2=O	1	x	-0.8	25
Cc1noc(C)c1NC(=O)N(C)C[C@@H]1Oc2c(cccc2N(C)C)C(=O)N([C@@H](C)CO)C[C@H]1C	3	-1	1.4	9
CO[C@H]1CN(C)C(=O)c2cc(NC(=O)c3cccc(F)c3)ccc2OC[C@@H](C)NC[C@H]1C	-69	x	-0.4	29
CN1C(=O)c2cc(NC(=O)c3ccc(F)cc3)ccc2OC[C@@H]2O[C@H](CC(=O)NCC3CCCCC3)CC[C@H]21	60	1	0.8	-15
CN(C)CC(=O)N[C@H]1C[C@@H]2O[C@H](CO)CC[C@@H]2O[C@@H]1CCc1ccc(C#Cc2ccccc2)cc1	x	64	x	-68

# Continued (four carried over from the part before).
Molecule	T cruzi growth	C diff HTS	KDM4C inh	Pf Dd2 inh
Cc1noc(C)c1NC(=O)N(C)C[C@@H]1Oc2c(cccc2N(C)C)C(=O)N([C@@H](C)CO)C[C@H]1C	3	-1	1.4	9
CO[C@H]1CN(C)C(=O)c2cc(NC(=O)c3cccc(F)c3)ccc2OC[C@@H](C)NC[C@H]1C	-69	x	-0.4	29
CN1C(=O)c2cc(NC(=O)c3ccc(F)cc3)ccc2OC[C@@H]2O[C@H](CC(=O)NCC3CCCCC3)CC[C@H]21	60	1	0.8	-15
CN(C)CC(=O)N[C@H]1C[C@@H]2O[C@H](CO)CC[C@@H]2O[C@@H]1CCc1ccc(C#Cc2ccccc2)cc1	x	64	x	-68
CCC(=O)Nc1ccc2c(c1)OC[C@@H](C)N(C(C)=O)C[C@H](C)[C@H](OC)CN(C)C2=O	-28	-3	-0.3	6
CCC(=O)N1C[C@@H](C)[C@@H](OC)CN(C)C(=O)c2cc(NC(=O)NC(C)C)ccc2OC[C@H]1C	-8	-5	0.9	20
C[C@@H]1CN([C@@H](C)CO)C(=O)Cc2cc(NS(=O)(=O)c3ccccc3)ccc2O[C@H]1CN(C)Cc1ccccc1	66	-4	2.4	-56
C[C@@H]1CN([C@@H](C)CO)C(=O)Cc2cc(NC(=O)Cc3ccccc3)ccc2O[C@@H]1CN(C)S(C)(=O)=O	37	1	-0.9	-14
Cc1noc(C)c1S(=O)(=O)N(C)C[C@H]1Oc2c(NC(=O)C3CCCCC3)cccc2C(=O)N([C@@H](C)CO)C[C@H]1C	59	4	5.3	-51
O=C(c1ccc2c(c1)OCO2)N1CC(=O)N2[C@H](C1)[C@@H](c1ccc(C#Cc3ccccc3)cc1)[C@@H]2CO	x	-7	-2.3	-57
COc1ccc(-c2ccc3n(c2=O)C[C@H]2[C@H](CO)[C@@H](C(=O)N4CCOCC4)N[C@@H]32)cc1	3	12	1.8	x
O=C(c1ccccn1)N1C[C@@H]2[C@H](c3ccccc31)[C@H](CO)N2C(=O)Nc1ccccc1	7	-5	-0.4	-13
C[C@@H]1CN([C@@H](C)CO)C(=O)Cc2cc(NC(=O)CCCCCC(=O)Nc3ccccc3N)ccc2O[C@@H]1CN(C)C(=O)Nc1ccc2c(c1)OCO2	33	7	-1.2	4
COc1cccc(C#Cc2ccc([C@@H]3[C@H]4CN(C(=O)Cc5ccccc5)CC(=O)N4[C@H]3CO)cc2)c1	x	-8	-1.0	-23
CC(C)NC(=O)N[C@@H]1CC[C@H](CCNS(=O)(=O)c2ccc(F)cc2)O[C@H]1CO	x	3	6.6	-15
C[C@@H]1CN([C@H](C)CO)C(=O)c2cc(C#CCN(C)C)cnc2O[C@H]1CN(C)C(=O)Nc1cccc(F)c1	-4	5	4.0	6
COc1cccc(S(=O)(=O)Nc2ccc3c(c2)[C@H]2C[C@H](CC(=O)N4CCCCC4)O[C@@H](CO)[C@H]2O3)c1	33	x	1.2	0
COc1ccc(-c2cccc(-c3nc(C(=O)NCC(F)(F)F)cc4c3[C@@H](CCO)N([S@](=O)C(C)(C)C)C4)c2)cc1	74	x	-2.4	-67
CO[C@H]1CN(C)C(=O)c2ccc(NC(=O)Nc3cc(F)ccc3F)cc2OC[C@@H](C)N(C(=O)c2cnccn2)C[C@@H]1C	-202	x	-1.0	-8
CCC(=O)N[C@@H]1C=C[C@H](CC(=O)NCc2ccccc2F)O[C@H]1CO	16	x	-0.4	7
CCCNC(=O)N1[C@H](CO)[C@@H]2c3ccccc3N(C(=O)C3CC3)C[C@@H]21	28	1	-0.6	7
C[C@H]1CCCCO[C@H](CN(C)C(=O)Cc2ccccc2)[C@@H](C)CN([C@@H](C)CO)C(=O)c2cc(NC(=O)Cc3ccccc3)ccc2O1	61	-7	-0.1	-59
CN1CCN(C(=O)C[C@H]2C[C@@H]3c4cc(NC(=O)C5CCC5)ccc4O[C@@H]3[C@H](CO)O2)CC1	-8	3	0.8	6
O=C(c1ccccn1)N1C[C@@H]2[C@H](c3ccccc31)[C@H](CO)N2CC1CCCC1	25	-4	3.2	3
CCC(=O)Nc1ccc2c(c1)OC[C@@H](C)N(CC1CCOCC1)C[C@@H](C)[C@H](OC)CN(C)C2=O	3	x	-0.3	9
C[C@@H]1CN([C@@H](C)CO)C(=O)c2cccc(NC(=O)c3ccncc3)c2O[C@@H]1CN(C)C(=O)Nc1ccc(C(F)(F)F)cc1	64	-7	6.8	-55
C[C@@H]1CN([C@@H](C)CO)C(=O)c2cc(NC(=O)Cc3ccccc3)ccc2O[C@@H](C)CCCCO[C@@H]1CN(C)Cc1ccncc1	30	-6	0.8	-64
O=C(C[C@@H]1C[C@H]2c3cc(NC(=O)NC4CCCC4)ccc3O[C@H]2[C@@H](CO)O1)NCCN1CCCCC1	-17	0	0.0	5
C/C=C/c1cnc2c(c1)C(=O)N([C@@H](C)CO)C[C@@H](C)[C@@H](CN(C)Cc1ccccc1F)O2	x	1	-3.8	7
COc1ccc(CN(C)C[C@@H]2Oc3ccc(NS(=O)(=O)c4c(C)noc4C)cc3CC(=O)N([C@H](C)CO)C[C@@H]2C)cc1	-4	-8	0.1	-37
C[C@@H]1CN([C@H](C)CO)C(=O)c2cc(NS(=O)(=O)c3ccc(F)cc3)ccc2O[C@H]1CN(C)Cc1ccc(C(=O)Nc2ccccc2N)cc1	x	2	10	-76
C[C@H](CO)N1C[C@H](C)[C@H](CN(C)C(=O)Nc2ccc(C(F)(F)F)cc2)Oc2c(NC(=O)CCCCCC(=O)Nc3ccccc3N)cccc2C1=O	x	-12	-0.5	-89*
C[C@H](CO)N1C[C@H](C)[C@@H](CN(C)Cc2ccccc2)Oc2ccc(NC(=O)Nc3cccc4ccccc34)cc2CC1=O	69	5	-0.3	-74
O=C(NC[C@H]1CC[C@@H]2[C@@H](CN2C(=O)Cc2ccncc2)O1)C1CCOCC1	x	0	x	7
Cc1ccc(S(=O)(=O)Nc2ccc3c(c2)C(=O)N([C@H](C)CO)C[C@@H](C)[C@@H](CN(C)Cc2ccccc2)O3)cc1	20	-1	-2.2	5
C[C@H](CO)N1C[C@H](C)[C@@H](CN(C)C(=O)Nc2cccc(Cl)c2Cl)OCc2ccccc2-c2ccccc2C1=O	x	4	-2.8	-84*
Cc1ccc(S(=O)(=O)Nc2cccc3c2O[C@@H](CN(C)S(C)(=O)=O)[C@@H](C)CN([C@H](C)CO)C3=O)cc1	0	5	1.7	-12
COCC(=O)N1[C@@H](C#N)[C@@H](c2ccc(C#CCC3CCCC3)cc2)[C@@H]1CO	u	2	-1.3	-21
O=C(N[C@@H]1CC[C@H](CCNC(=O)C2CCOCC2)O[C@H]1CO)c1ccncc1	10	x	0.6	6
C[C@H](CO)N1C[C@H](C)[C@@H](CN(C)C(=O)Nc2ccc(F)cc2)Oc2ccc(NS(=O)(=O)c3cn(C)cn3)cc2CC1=O	5	2	-1.2	12
CC(C)CC#Cc1cnc2c(c1)C(=O)N([C@H](C)CO)C[C@H](C)[C@H](CN(C)C(=O)Nc1cc(F)ccc1F)O2	92	1	-1.6	-41
C[C@H](CO)N1C[C@H](C)[C@@H](CN(C)Cc2ccc(C(=O)Nc3ccccc3N)cc2)Oc2ccc(NC(=O)Cc3ccccc3)cc2C1=O	72	-1	-0.8	-79
O=C(NCC[C@@H]1CC[C@@H](NS(=O)(=O)c2ccccc2)[C@H](CO)O1)c1ccc2c(c1)OCO2	-15	-3	-0.9	13
CC(C)NC(=O)Nc1ccc2c(c1)C(=O)N([C@H](C)CO)C[C@@H](C)[C@@H](CN(C)S(=O)(=O)c1ccc(Cl)cc1)OCCCC[C@@H](C)O2	98*	7	0.0	-65
CCCNC(=O)Nc1ccc2c(c1)OC[C@H](C)N(Cc1ccncc1)C[C@H](C)[C@H](OC)CN(C)C2=O	x	8	-2.1	15
CO[C@H]1CN(C)C(=O)c2ccc(NC(=O)C3CCCCC3)cc2OC[C@H](C)N(Cc2cccnc2)C[C@@H]1C	x	2	-0.3	-9
C[C@@H]1CN([C@@H](C)CO)C(=O)c2cc(NS(=O)(=O)c3cn(C)cn3)ccc2O[C@@H](C)CCCCO[C@H]1CN(C)C(=O)Nc1ccc(F)cc1	-7	7	-1.3	42
CC(C)c1cn(CC[C@@H]2CC[C@H](NC(=O)C3CCOCC3)[C@@H](CO)O2)nn1	x	-4	-0.4	-58
Cc1noc(C)c1NC(=O)N(C)C[C@@H]1Oc2ccc(NC(=O)CCCCCC(=O)Nc3ccccc3N)cc2CC(=O)N([C@@H](C)CO)C[C@@H]1C	16	-7	3.2	10
C[C@@H]1CN([C@H](C)CO)C(=O)Cc2cc(NC(=O)Cn3cnnn3)ccc2O[C@H]1CN(C)Cc1ccncc1	48	-2	0.1	10
CN(C)Cc1cn(CC[C@H]2CC[C@@H](NC(=O)Cc3cccnc3)[C@H](CO)O2)nn1	27	x	2.4	-1
